PDI inh: inhibitors of human PDI, primary screen, biochemical, turbidity, single point, plate reader. Protein disulfide-isomerase (Homo sapiens), P07237. PDI insulin aggregation turbidity, A650, 90 min. inhibition, % at 10 µM. hit rate 0.052% among 350,000. AID 588391, 2011;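 active = mean inhibition across replicates of 30% or more, whatever share of single replicates reach that level; inconclusive = mean inhibition below 30% while every single replicate reaches 30%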;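 also: absorbance from insulin aggregation driven by PDI reduction with DTT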
Target sequence (P07237 whole entry, looked up): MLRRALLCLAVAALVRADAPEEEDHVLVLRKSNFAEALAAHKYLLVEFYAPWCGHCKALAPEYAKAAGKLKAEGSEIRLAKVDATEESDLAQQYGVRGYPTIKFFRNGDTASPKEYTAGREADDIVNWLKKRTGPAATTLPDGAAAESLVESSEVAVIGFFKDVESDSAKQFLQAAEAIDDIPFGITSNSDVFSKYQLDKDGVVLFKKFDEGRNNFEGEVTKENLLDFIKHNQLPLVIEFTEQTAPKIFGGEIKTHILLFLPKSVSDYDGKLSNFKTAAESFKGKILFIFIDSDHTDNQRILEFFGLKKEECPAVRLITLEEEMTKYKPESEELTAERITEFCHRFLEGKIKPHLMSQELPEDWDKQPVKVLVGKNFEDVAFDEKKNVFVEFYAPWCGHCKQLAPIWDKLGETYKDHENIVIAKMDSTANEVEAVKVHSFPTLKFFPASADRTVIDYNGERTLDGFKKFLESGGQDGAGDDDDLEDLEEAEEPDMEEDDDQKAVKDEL
hiPSC survival: enhancers of single-cell hiPSC survival, primary screen, ATPlite luminescence | 100% = ROCK inhibitor wells, 0% = DMSO | AID 602274, 2012 | hit rate 0.044% among 360,000 | survival enhancement, % at 20 µM; in the data active = survival enhancement above about 18%;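 also: cells exposed to compounds for 16 hours before the ATP read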
TRPM1 prom inh: inhibitors of MITF-dependent TRPM1 promoter reporter, primary screen, cell-based, SK-MEL-5, single point, luciferase | SK-MEL-5 TRPM1 promoter luciferase, 24 h | inhibition, % at 12.5 µM | hit rate 0.83% among 330,000;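 active = mean inhibition across replicates of 60% or more, whatever share of single replicates reaches that level; inconclusive = some that reach 60%, reason not given; inactive = mean inhibition across replicates below 60%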; also: values of inactives mirror those of a sister screen read the other way
HIF-2a block: HIF-2a reporter inhibitors, primary screen, luminescence, 786-0 RCC cells; inhibition, % at 18.8 µM; 786-0 RCC cells HIF-2a reporter, luciferase luminescence, overnight; hit rate 0.72% among 360,000;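 active = inhibition of the luminescence signal of 40% or more relative to plate controls, in a single-dose primary screen at 18.75 µM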
NR2E3 ag-1: inhibitors of NR2E3-RetCOR corepressor binding, primary screen, NR2E3 agonist project, biochemical, TR-FRET, GST-NR2E3, biotin-RetCOR; Photoreceptor-specific nuclear receptor (Homo sapiens), Q9Y5X4; 1536-well; inhibition of corepressor binding, % at 4.78 µM; hit rate 0.12% among 320,000; AID 2300, 2010;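 active = percent inhibition above the cutoff of mean plus 3 SD of all tested compounds, set per screening campaign, cut at about 20% in these data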;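 also: 0% = DMSO wells and 100% = biotin wells as full block of FRET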
Target sequence (Q9Y5X4 whole entry, looked up): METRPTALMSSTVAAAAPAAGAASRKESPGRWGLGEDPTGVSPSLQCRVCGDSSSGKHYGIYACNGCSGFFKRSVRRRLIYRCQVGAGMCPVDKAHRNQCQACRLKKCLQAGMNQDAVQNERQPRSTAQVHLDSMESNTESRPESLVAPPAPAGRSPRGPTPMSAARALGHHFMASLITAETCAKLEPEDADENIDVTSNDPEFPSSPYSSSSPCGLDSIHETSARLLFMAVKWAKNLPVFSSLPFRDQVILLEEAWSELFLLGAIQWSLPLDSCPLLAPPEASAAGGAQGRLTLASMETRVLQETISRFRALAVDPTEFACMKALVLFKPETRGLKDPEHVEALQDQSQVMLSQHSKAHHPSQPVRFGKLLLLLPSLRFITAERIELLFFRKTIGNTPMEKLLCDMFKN
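System: GST-tagged NR2E3 plus biotinylated RetCOR corepressor; Buffer or medium: pH 7.5 Tris-based buffer; Probe or stimulus: RetCOR corepressor, biotinylated, 7 nM; Doses: compound at 4.8 µM, single dose; Schedule: 5 h incubation at 4 °C; Technique: time-resolved FRET; Evaluation: percent inhibition of TR-FRET ratio; Replication: one well per compound, singlicate testing.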
Peg3 promoter: Peg3 promoter-driven luciferase inhibitors, primary screen, cell-based, HeLa, luciferase luminescence; AID 588405, 2011; inhibition, % at 20 µM; hit rate 1.7% among 360,000; HeLa PEG-Prom luciferase reporter, overnight;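 active = inhibition of at least 50% at 20 µM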
Granule exo inh: LAMP-1 surface exposure blockers, TALL-104 cells – cell-based, flow cytometry, MLPCN library, primary screen. TALL-104 LAMP-1 surface exposure; cells stimulated with thapsigargin and PMA. inhibition, % at 10 µM. hit rate 0.66% among 360,000;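 active = inhibition above about 55%, limit read from the data; inconclusive = no clear call, values can overlap the other calls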
Vif imaging: HIV Vif self-association inhibitors, primary screen, imaging, HEK293T, single point. HEK293T cells, Vif self-association by quenched fluorescence, 24 h. inhibition, % at 7.49 µM. hit rate 0.35% among 340,000; in the data active = inhibition above about 50%, passing the limit was not always enough; inconclusive = no clear call, values can overlap the other calls; inactive = below about 31%; also: some results filed as inactive read as strong as hits
aDG glyco act: activators of alpha-DG glycosylation, primary screen, uHTS, Pro5-aDG cells, AlphaScreen; alpha-DG glycosylation AlphaScreen (IIH6); 0% Pro5, 100% B10-LARGE cell signal; activation, % at 10 µM; hit rate 0.22% among 360,000; AID 624168, 2012;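 active = activation of at least 8% versus controls, or a plate z-score of at least 8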;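 also: Pro5 are CHO cells carrying HIG-tagged alpha-DG that lacks glycosylation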
NR2E3 ag-2: NR2E3 agonists in two-hybrid cells, primary screen, cell-based, luminescence, CHO-S, Gal4-NCOR/VP16-NR2E3; luciferase; AID 602229, 2012; inhibition of corepressor binding, % at 3.98 µM; Photoreceptor-specific nuclear receptor (Homo sapiens), Q9Y5X4; hit rate 0.35% among 360,000;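 active = inhibition above the mean of all tested compounds plus 3 SD, cut at about 70% in these data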;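 also: 0% = DMSO with NR2E3 transfected cells and 100% = cells lacking NR2E3 construct; higher means lower luciferase signal from less NR2E3 corepressor binding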
CaV13 FRET inh: Primary screen for inhibitors of IQ motif and Ca2+-dependent inactivation inhibitor domain binding in CACNA1D, Förster resonance energy transfer in living cells, …; hit rate 0.098% among 340,000; inhibition, % at 12.3 µM; HEK cells, CFP/YFP FRET ICDI-IQ, plate reader, 10 min; percent FRET-ratio fall versus neutral wells;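 active = mean replicate inhibition of at least 30% and at least 1% of replicates passing that level; inconclusive = only one of the two criteria is met; inactive = neither criterion is met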;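 also: 0% = median of the neutral control wells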
The depositor's hits bear a star; ? = inconclusive; . = no result given.

Preview (two entries):
compound,HIF-2a block,NR2E3 ag-1,NR2E3 ag-2,hiPSC survival,TRPM1 prom inh,PDI inh,aDG glyco act,Vif imaging,Granule exo inh,CaV13 FRET inh,Peg3 promoter
CCOC(=O)C1=C(CSc2nccn2C)NC(=O)NC1c1cc(C)ccc1C (stereo unspecified),7,-3,21,0.2,-10,5,0.3,-1,-3,-8,6
O=c1c2cc(F)ccc2[nH]c(=S)n1CCCN1CCOCC1,8,0,4,-1.5,5,-5,0.0,-12,6,-3,-8

The list itself, previewed entries included:
compound,HIF-2a block,NR2E3 ag-1,NR2E3 ag-2,hiPSC survival,TRPM1 prom inh,PDI inh,aDG glyco act,Vif imaging,Granule exo inh,CaV13 FRET inh,Peg3 promoter
CCOC(=O)C1=C(CSc2nccn2C)NC(=O)NC1c1cc(C)ccc1C (stereo unspecified),7,-3,21,0.2,-10,5,0.3,-1,-3,-8,6
O=c1c2cc(F)ccc2[nH]c(=S)n1CCCN1CCOCC1,8,0,4,-1.5,5,-5,0.0,-12,6,-3,-8
COc1ccccc1/C=C/C=C(\C#N)C(=O)NC(C)c1ccccc1 (stereo unspecified),-24,0,30,0.6,-9,-7,-0.1,-23,77*,-3,9
COc1ccc(OC)c(NC(=O)CN(C)S(=O)(=O)c2ccc(Cl)cc2)c1,17,2,-41,-0.9,4,-1,-0.1,2,-5,-2,13
Cc1cc(NCCO)nc(N2CCOCC2)n1,19,0,-11,1.9,-6,-6,-0.3,7,0,-1,7
O=C(O)c1cccc(NC(=O)c2cn(-c3ccccc3)nc2-c2ccncc2)c1,.,-3,10,.,6,0,.,1,0,-2,.
COc1ccc(CNC(=O)CN(Cc2cccs2)C(=O)CCC(=O)Nc2ccccn2)cc1,8,-1,11,0.2,-2,-10,0.2,2,-3,-3,-3
CS(=O)(=O)c1ccc(C(=O)OCC(=O)NC(=O)C2CCCCC2)cc1[N+](=O)[O-],18,0,-16,-1.4,67*,-6,0.1,10,8,-6,98*
CCCCCN(C(=O)CCC(=O)OCC(=O)c1ccc(C(C)CC)cc1)c1c(N)n(CCCC)c(=O)[nH]c1=O (stereo unspecified),-15,-4,8,-0.5,9,1,0.5,0,-3,.,-35
COCCNc1nc(Nc2ccc(C)cc2C)c2sccc2n1,12,.,10,4.0,.,-1,0.2,-7,?,-6,14
Cc1cc2c(c(=O)n1Cc1cccnc1)C(c1ccc(F)cc1)C(C#N)=C(N)O2 (stereo unspecified),10,-2,1,-0.3,5,11,-0.2,-8,-2,.,22
COc1ccc(S(=O)(=O)N(C)C)cc1NCC(=O)Nc1cccc2ccccc12,2,0,11,-0.4,8,4,-0.1,0,-4,6,8
OCCN1CCOCCN(CCO)CCN(CCO)CC1,8,2,-24,2.7,13,9,-0.1,-6,-2,0,-7
Cc1ccc(NC(=O)C2CCN(c3cnccn3)CC2)cc1,-5,-3,11,-0.2,13,6,0.3,-1,-2,-5,2
CCc1c(C)[nH]c2ccccc2c1=O,10,0,22,-2.8,1,-6,1.1,3,-2,-3,-1
S=C(Nc1ccc(Br)cc1Cl)N1CCCC1,-241,2,-46,-0.1,-85,1,0.3,.,0,-5,-165
CSc1nc2c(c(=O)[nH]1)C(c1ccc(C(F)(F)F)cc1)CC(=O)N2 (stereo unspecified),10,0,-1,0.3,-13,20,0.3,-1,-2,-13,8
CC(C)(C)n1ncc2c(=O)n(Cc3cccc(Cn4cnc5c(cnn5C(C)(C)C)c4=O)c3F)cnc21,20,.,10,-2.5,8,-5,5.0,-2,47,-4,15
O=C(CCCNC(=O)/C(=C/c1ccc(Br)cc1)NC(=O)c1ccccc1)OCc1ccccc1,18,4,5,2.1,9,15,0.1,0,-2,4,16
COc1cccc(-n2nnnc2SCC(=O)Nc2ccc(C(C)=O)cc2)c1,15,7,1,-4.6,-8,-1,0.9,1,-2,-8,28
Cc1ccc(NC(=O)COC(=O)Cc2ccsc2)cc1S(=O)(=O)N1CCOCC1,13,-2,-27,-1.3,-1,11,-0.2,7,-2,-14,11
COc1ccc([N+](=O)[O-])cc1NC(=O)Cc1noc2ccc(C)cc12,16,0,6,-0.2,12,4,0.0,28,0,4,3
CC(C)c1ccc(/C=C/C2=NNC(=O)CC2)cc1,-166,1,-107,-3.6,9,-12,-0.2,-6,-1,0,-243
Cc1cccc(NC(=O)C2CC(=O)OC23CCCCC3)c1 (stereo unspecified),10,1,-13,-2.0,1,-3,0.2,6,0,-4,13
O=C(Nc1ccc(OC(F)(F)C(F)F)c(NC(=O)c2ccc(F)cc2)c1)c1ccc(F)cc1,-61,5,-17,-2.1,-19,4,0.0,32,2,-3,-32
CCN(C(=O)c1ccc(Cl)c(S(=O)(=O)Nc2c(C)n(C)n(-c3ccccc3)c2=O)c1)c1ccccc1,6,.,-18,-0.2,24,1,0.1,1,3,-2,8
COCC(C)n1c(SCC(=O)Nc2ccc3c(c2)OCCO3)nc2ccccc2c1=O (stereo unspecified),15,2,-16,0.3,4,-6,-0.7,0,2,-2,14
O=C(N/N=C/c1cccc(Br)c1)c1ccc(N2CCCC2=O)cc1,-6,-2,-29,0.6,-6,-7,-0.1,12,-13,-7,5
O=[n+]1c2c(n([O-])c3cc(F)c(N4CCCC4)cc31)CCCC2,-84,-3,-43,3.0,-5,-37,-0.1,0,3,.,-84
CCOC(=O)N1CCN(C(=O)CSc2nnc(C3COc4ccccc4O3)o2)CC1 (stereo unspecified),8,0,-16,-0.5,-6,.,0.2,5,4,-2,3
CC(C)N1CCN(Cc2nc3c(s2)CCCC3)CC1CCO (stereo unspecified),16,-11,-5,1.0,1,-1,-0.1,3,2,-3,0
COc1cccc(-c2cc(CNC(=O)[C@H]3O[C@@H](n4cnc5c(N)ncnc54)[C@H](O)[C@@H]3O)no2)c1,6,.,-7,-0.9,.,.,-0.2,8,8,-7,10
COc1ccc(S(=O)(=O)N2CCC(C(N)=O)(N3CCCCC3)CC2)cc1,8,3,-16,4.2,.,.,-0.1,-2,-3,-6,1
CC(=O)c1ccccc1NC(=O)COC(=O)c1cc(C)oc1C,-1,-2,-16,-0.5,-11,-2,0.3,8,0,-2,-1
Cc1oc(C(=O)O)cc1CSCc1ccoc1C(=O)O,2,-2,-20,0.8,-11,-9,-0.1,.,0,.,-2
C=CCN(CC=C)CC(=O)Nc1cccc(Oc2cnccn2)c1,9,-1,2,0.4,-5,-9,0.2,.,-1,-19,0
COc1cccc(-n2ccnc2SCC(=O)N2CCCc3ccccc32)c1,21,4,-5,0.8,8,1,0.2,-1,-6,-16,14
COCCOC1CCN(Cc2cn(Cc3ccccc3)nc2-c2cc3ccccc3o2)CC1,5,-2,-3,1.1,-10,8,0.2,12,-4,2,8
CCOc1ccc(CC2CCC(=O)NC2=O)cc1 (stereo unspecified),7,2,7,-1.4,-5,-1,-0.1,0,1,-3,14
Cc1cccc(/C=C2/C(=O)/C(=C/c3ccccc3C)C3CCC2N3C)c1 (stereo unspecified),10,3,6,-1.1,18,-6,-0.5,-7,-8,.,5
COc1ccccc1-n1cnc2sc(C)c(C)c2c1=O,13,0,13,-0.4,2,10,0.2,20,-20,-21,-1
Cc1ccc2c(c1)C(c1ccccc1)N(C(=O)c1c(F)cccc1Cl)CC(=O)N2 (stereo unspecified),25,1,-8,0.6,10,-11,0.0,-9,10,-5,30
COc1ccc(C(C(=O)Nc2ccc(F)cc2)N(C(=O)Cn2nnc3ccccc32)C2CC2)cc1 (stereo unspecified),0,3,-13,-1.3,-4,-3,0.2,-6,-2,-5,17
COc1ccn(C2CCCCO2)c(=O)n1 (stereo unspecified),6,.,-13,-1.7,3,9,0.0,43,7,-5,4
O=C(CSc1ccccc1F)NCC(c1ccco1)N1CCCCC1 (stereo unspecified),6,.,19,-0.5,.,-3,0.0,-5,-1,-5,-2
COc1ccc(C(=O)OCC(=O)Nc2cc(C)c(C)cc2[N+](=O)[O-])cc1,18,4,9,-1.7,3,-2,0.0,-3,-2,-2,-5
Cc1ccc(Cl)cc1N1CCN(Cc2nc3c(c(=O)[nH]c(=O)n3C)n2CCc2ccccc2)CC1,11,2,-4,4.4,19,2,0.2,.,4,.,4
COc1ccc(-c2[nH]ncc2/C=N/NC(=O)c2cc(Br)ccc2O)c(OC)c1,33,3,-15,1.0,9,-1,-0.1,-6,1,-8,5
CSc1ccccc1COC(=O)Nc1ccccc1C,-69,2,-37,1.2,-8,-2,0.9,-8,-2,6,-40
COC(=O)c1c(C)[nH]c(O)c1C=Nc1ccc(Oc2ccccc2)cc1,-206,6,-22,0.5,-25,22,-0.6,-1,2,3,-61

(next part)
compound,HIF-2a block,NR2E3 ag-1,NR2E3 ag-2,hiPSC survival,TRPM1 prom inh,PDI inh,aDG glyco act,Vif imaging,Granule exo inh,CaV13 FRET inh,Peg3 promoter
CC(C)C(c1nnnn1C1CCCCC1)N1CCc2ccccc21 (stereo unspecified),17,-2,22,-0.3,15,4,-0.3,-20,-6,-4,32
CN(C)c1ccc(-c2csc(C(C)(O)c3ccc(F)c(F)c3)n2)cc1 (stereo unspecified),-40,.,-16,1.1,.,0,-0.2,-4,13,-6,-4
O=C(CC1COc2ccccc2O1)NCc1ccccc1 (stereo unspecified),-14,0,-12,-1.7,9,3,0.1,8,0,-8,-11
O=c1ccc2c(ccc3ncccc32)o1,0,.,-26,0.3,.,0,0.1,14,5,-7,5
CCN(C(=O)COC(=O)C(c1ccccc1)c1ccccc1)c1c(N)n(Cc2ccccc2)c(=O)[nH]c1=O,14,.,-18,-3.3,.,19,-0.2,-5,-6,-5,-1
COC(=O)c1sccc1NC(=O)CN1CCN(c2ccc(F)cc2)CC1,27,5,-7,0.8,-6,6,0.1,-9,1,-7,7
COc1cccc(C(=O)COC(=O)CCC(=O)c2ccccc2)c1,5,-3,14,-0.8,-8,0,-0.3,16,1,-5,2
Cc1ccccc1OCC(=O)Nc1cccc(C(=O)O)c1,92*,.,-139,-1.5,92*,1,-0.2,-29,-2,7,84*
CCCOc1ccccc1-n1sc2c(c1=S)-c1cc(OC)cc3c1N(C(=O)C3=O)C2(C)C,12,-1,16,-1.4,12,-11,0.3,-1,-2,-4,20

Compounds as they come. Share with any hit: about 3.5%.
